EBI2 antag – EBI2 (human) antagonism. P32249. EBI2 beta-arrestin recruitment, luminescence, 7a,25-OHC stimulated. inhibition, % at 5 µM. 360,000 compounds, 0.81% hits; in the data active = inhibition above about 38%;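 also: enzyme fragment complementation signal reports receptor beta-arrestin coupling in cells; 0% = agonist plus DMSO wells and 100% = wells without agonist; some results beyond the cut were filed as inactive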
CXCR6 inh – blocks human CXCR6 beta-arrestin recruitment. O00574. CHO-K1 PathHunter CXCR6 beta-arrestin, luminescence. inhibition, % at 20 µM. 360,000 compounds, 0.36% hits; in the data active = inhibition above about 34%, passing the limit was not always enough;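 also: antagonist mode with CXCL16 agonist at 10 nM final; 0% = 10 nM CXCL16 with DMSO and 100% = unstimulated wells without agonist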
Target sequence (O00574 whole entry, looked up): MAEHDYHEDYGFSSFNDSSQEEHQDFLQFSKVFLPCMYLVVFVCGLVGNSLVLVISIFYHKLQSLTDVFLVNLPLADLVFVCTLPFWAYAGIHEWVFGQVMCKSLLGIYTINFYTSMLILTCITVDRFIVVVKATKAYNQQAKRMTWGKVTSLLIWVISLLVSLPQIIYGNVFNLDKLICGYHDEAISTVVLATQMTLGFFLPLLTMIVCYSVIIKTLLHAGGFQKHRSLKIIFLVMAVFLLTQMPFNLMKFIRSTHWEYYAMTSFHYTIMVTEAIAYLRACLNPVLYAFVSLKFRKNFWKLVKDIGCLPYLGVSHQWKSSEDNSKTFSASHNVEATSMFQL
APJ antag – APJ receptor antagonism; P35414; 330,000 compounds, 0.32% hits; inhibition, % at 20 µM; CHO-K1 APJ beta-arrestin complementation, luminescence;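 active = inhibition above about 40% at 20 µM, limit read from the data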;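 also: cells challenged with 10 nM apelin-13 agonist together with compound; plate controls were apelin-13 plus DMSO wells for no effect and DMSO wells lacking apelin-13 for full effect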
UBC13 polyUb – human UBC13 polyubiquitination inhibition | P61088 | UBC13 polyubiquitin chain formation, TR-FRET | 330,000 compounds, 0.47% hits | inhibition, % at 20 µM; in the data active = inhibition above about 45%, passing the limit was not always enough
Gli-Sufu antag – Gli-Sufu pathway antagonism | Sufu-KO-LIGHT fibroblasts, Gli luciferase reporter luminescence | inhibition, % at 5 µM | 340,000 compounds, 0.74% hits | AID 588413;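 active = inhibition above about 55%, limit read from the data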;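 also: 0% = DMSO-treated cells and 100% = wells with medium but no cells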
ATG4B inh – ATG4B (human) cysteine protease inhibition; Q9Y4P1; ATG4B cleavage of LC3-PLA2, NBD-HPC fluorescence, 1 h; inhibition, % at 8.33 µM; 340,000 compounds, 0.51% hits; in the data active = inhibition above about 40%
Target sequence (Q9Y4P1 whole entry, looked up): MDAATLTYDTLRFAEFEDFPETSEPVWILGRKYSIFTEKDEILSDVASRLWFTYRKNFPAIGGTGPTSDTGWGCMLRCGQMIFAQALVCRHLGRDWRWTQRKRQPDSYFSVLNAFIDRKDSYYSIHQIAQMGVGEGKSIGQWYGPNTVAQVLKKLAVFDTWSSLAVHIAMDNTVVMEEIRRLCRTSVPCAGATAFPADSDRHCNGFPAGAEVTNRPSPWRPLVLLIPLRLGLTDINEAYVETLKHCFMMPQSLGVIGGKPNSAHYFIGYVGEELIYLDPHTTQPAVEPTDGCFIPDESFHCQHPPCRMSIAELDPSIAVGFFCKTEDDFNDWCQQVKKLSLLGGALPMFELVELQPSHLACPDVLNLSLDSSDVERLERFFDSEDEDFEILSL
APJ ag – activates the human apelin receptor APJ | P35414 | CHO-K1 APJ PathHunter beta-arrestin, luminescence; 0% DMSO wells, 100% apelin | activation, % at 20 µM | 330,000 compounds, 0.11% hits | AID 2520;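 active = activation more than six SD over the plate average, tested at 20 µM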;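 also: 0% = DMSO alone and 100% = apelin-13 at 10 nM; some results filed as inactive read as strong as hits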
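Material: CHO-K1 APJ beta-arrestin complementation cell line; Input: cell density 1000 per well; Incubation: compound stimulation 90 min at 25 °C, detection 60 min; Signal: luminescence from split beta-galactosidase complementation, Galacton Star/Emerald II substrate; Controls: DMSO-only wells as negative, 10 nM Apelin-13 as positive control.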
CCR6 antag – blocks CCL20-driven beta-arrestin recruitment at human CCR6 | inhibition, % at 20 µM | P51684 | CHO-K1 CCR6 PathHunter beta-arrestin, luminescence, CCL20-stimulated | 340,000 compounds, 0.49% hits;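 active = compounds whose inhibition of the agonist-driven luminescence signal at 20 µM reaches about 50%, limit read from the data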;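 also: cells stimulated with CCL20 at 14 nM final; plate controls were DMSO with CCL20 for no effect and DMSO without agonist for full effect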
Target sequence (P51684 whole entry, looked up): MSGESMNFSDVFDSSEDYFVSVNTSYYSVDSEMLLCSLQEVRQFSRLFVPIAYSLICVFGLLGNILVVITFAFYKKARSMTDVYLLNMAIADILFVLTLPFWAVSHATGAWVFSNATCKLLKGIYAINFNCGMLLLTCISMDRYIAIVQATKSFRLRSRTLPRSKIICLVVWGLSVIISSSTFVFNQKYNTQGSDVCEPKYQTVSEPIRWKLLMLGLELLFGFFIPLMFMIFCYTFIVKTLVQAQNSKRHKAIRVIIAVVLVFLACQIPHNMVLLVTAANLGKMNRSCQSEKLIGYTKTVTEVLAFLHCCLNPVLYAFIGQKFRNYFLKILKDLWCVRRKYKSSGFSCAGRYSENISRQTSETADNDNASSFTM
* hit, by the source's call; nt = no result given.

mol	EBI2 antag	CXCR6 inh	APJ antag	UBC13 polyUb	Gli-Sufu antag	ATG4B inh	APJ ag	CCR6 antag
CCOC(=O)C1CCCN(C(=O)c2ccccc2NC(C)=O)C1 (stereo not drawn)	-3	3	0	0	-15	0	-1	-2
Cc1ccc(C)c(NC(=O)CSc2nncn2C)c1	-2	-8	15	-1	3	4	0	17
COc1ccc(N2CCN(C(=O)CN3c4cccc5cccc(c45)S3(=O)=O)CC2)cc1	-5	0	-4	-2	3	-13	0	8
O=C(NCCCN1CCCC1=O)c1ccc(NS(=O)(=O)c2cccc([N+](=O)[O-])c2)cc1	-4	20	4	-8	11	-4	-2	10
NS(=O)(=O)c1ccc(NC(=O)CNC(=O)c2ccc3c(c2)OCO3)cc1	-6	-2	2	-6	3	10	-1	-3
COc1ccc(SC[C@H](C)CN2CC[C@H](NC(=O)OCc3ccccc3)CCC2=O)cc1	14	9	11	6	10	3	-3	5
CCCCCC(=O)Nc1nc(C)c(-c2csc(Nc3cc(Cl)ccc3OC)n2)s1	10	-8	-41	-14	-11	-6	1	9
CCOc1ccc(-c2cc(C(=O)N/N=C(\C)c3cccnc3)c3ccccc3n2)c(OCC)c1	-3	-8	-12	-4	-7	-5	8	-4
Cc1c(C(=O)N2CCN(c3ccc(F)cc3)CC2)oc2c1C(=O)CCC2	-8	5	2	3	6	-4	-3	14
O=C(COc1ccccc1F)Nc1cc(S(=O)(=O)N2CCOCC2)ccc1N1CCOCC1	1	-2	2	1	5	-1	-3	4
CN(CC1CCOCC1)C(=O)CC1C(=O)NCCN1Cc1ccccc1F (stereo not drawn)	-8	1	5	-4	4	0	-5	14
CCCOc1ccc(C(=O)NC(=S)N2CCN(c3cc4c(cc3F)c(=O)c(C(=O)O)cn4CC)CC2)cc1	0	15	0	-4	27	3	-2	23

(listing goes on)
mol	EBI2 antag	CXCR6 inh	APJ antag	UBC13 polyUb	Gli-Sufu antag	ATG4B inh	APJ ag	CCR6 antag
CCC1(c2ccccc2)C(=O)NCNC1=O	-2	-4	4	-5	-4	5	8	5
COc1ccc(CN(C)C(=O)c2cccc(NS(=O)(=O)c3ccccc3)c2)c(OC)c1	7	8	-2	-1	-14	-4	2	17
CNC(=O)Nc1ccccc1C(=O)NCc1ccccc1	2	-2	14	5	-5	-2	1	2
CC(NC(=O)c1cc2ccccc2oc1=O)c1ccccc1 (stereo not drawn)	6	10	-9	5	-1	7	-2	13
CCN(CC)S(=O)(=O)c1ccc(N2CCCC2)c(C(=O)Nc2ccc(OC)c(Cl)c2)c1	3	7	-22	-12	0	-1	-1	22
Cc1ccc(NC(=O)c2ncn[nH]2)cc1	-7	-2	13	-7	0	-3	-3	-8
O=C(CSC1=NCCS1)N1CCN(c2ccccc2)CC1	-21	-2	18	3	-7	-1	0	2
COC(=O)c1cn(CC(=O)NCc2cccs2)c2ccccc12	-7	-13	3	17	-33	-10	-2	2
Cc1c(Cl)ccc2c(C(N)=O)cc(-c3ccccn3)nc12	-1	-8	-6	-6	1	2	-2	3
CCC(C)(C)C1CCc2c(sc(NC(=O)c3ccccc3C(=O)O)c2C#N)C1 (stereo not drawn)	-4	5	0	-40	2	71*	-2	-2
COCCNC(=O)CN(C(=O)Cn1nnc2ccccc21)c1cccc(C)c1C	-16	0	5	5	1	-3	-4	9
COc1ccccc1N1CCN(C(=O)c2cc3c(=O)n4ccccc4nc3s2)CC1	12	5	-52	-9	-3	-1	-4	-12

Next part.
mol	EBI2 antag	CXCR6 inh	APJ antag	UBC13 polyUb	Gli-Sufu antag	ATG4B inh	APJ ag	CCR6 antag
CCOC(=O)C1=C(COC(=O)COc2ccccc2OCC)NC(=O)NC1C (stereo not drawn)	-8	6	5	1	1	-3	-3	1
O=C(CSc1n[nH]c(=O)n1C1CC1)Nc1ccc(OC(F)(F)F)cc1	2	2	14	-12	3	1	0	-2
COc1cccc(C(=O)N2CCN(C(=O)C3COc4ccccc4O3)CC2)c1 (stereo not drawn)	15	-1	14	9	-23	-3	-1	-5
FC(F)(F)c1cc(C(F)(F)F)c2ccc(N3CCN(c4ccccc4)CC3)nc2n1	20	-2	21	7	2	7	-1	0
CCc1ccccc1NC(=O)Nc1ccc(F)cc1	-1	4	2	-11	-1	17	-1	5
O=C(Nc1ccccc1-c1nc2ccccc2[nH]1)c1ccc(N2C(=O)CCC2=O)cc1	-22	6	-7	-3	12	-24	7	-11
Cc1nonc1N1CCN(Cc2cn[nH]c2-c2ccc3c(c2)OCO3)CC1	-6	-10	-3	8	5	-2	-3	13
CCOC(=O)CNc1ccc(OC(F)(F)F)cc1	-3	3	15	9	4	-1	-1	11
CCOc1ccc(N2CC(C(=O)N3CCN(C(=O)c4ccco4)CC3)CC2=O)cc1 (stereo not drawn)	-4	0	2	0	8	3	0	10
O=C1CCC(C(=O)OCc2nnc(-c3ccccc3)o2)=NN1	-13	11	3	-1	3	0	4	-3
Cc1ccc2c(c1)n([O-])c1c([n+]2=O)CCCC1	-6	-6	3	-3	-1	-7	6	-19
Cc1nc2c(Cl)cccc2[nH]1	3	0	-15	7	-1	6	-1	-9

(list continues)
mol	EBI2 antag	CXCR6 inh	APJ antag	UBC13 polyUb	Gli-Sufu antag	ATG4B inh	APJ ag	CCR6 antag
C/C(=N/NC(=O)CNC(=O)CCc1ccccc1)c1ccc(Cl)c(Cl)c1	13	0	-17	-7	2	-1	1	-10
CCc1ccccc1NC(=S)N1CCN(c2cccc(OC)c2)CC1	0	4	4	2	2	1	-2	8
CCOC(=O)C1(Cc2ccc(OC)cc2)CCN(C(=O)C2=CCCC2)CC1	3	-3	-1	2	5	13	-4	4
COc1ccc(C(=O)Nc2ccc(S(=O)(=O)Nc3cc(C)nc(C)n3)cc2)cc1	-9	0	10	2	3	10	-6	6
CCOC(=O)CC(=O)CSCC(=O)Nc1ccc(C)cc1	8	-5	-28	0	3	9	1	-5
Cc1nnc2ccc(-c3cccc(NC(=O)Cc4cccs4)c3)nn12	9	-1	-7	1	13	-7	-1	11
COCCSc1nnc(NC(=O)CCS(=O)(=O)Cc2ccccc2)s1	-13	0	13	-1	10	-11	1	-8
O=C(NC1CCCC1)c1c(O)nc2sccn2c1=O	-2	1	27	0	-5	2	0	2
CCOCCCNC(=O)c1c(N)n(-c2ccc(S(N)(=O)=O)cc2)c2nc3ccccc3nc12	2	11	6	5	2	-2	-5	2
CC12CCC(C(=O)N3CCCCC3)([C@H](Br)C1=O)C2(C)C (stereo partly drawn)	-1	7	6	7	4	-11	-5	3
CCNC(=O)COC(=O)CCC(=O)c1ccc(F)cc1	-1	0	-2	-4	0	6	0	-6
CCC(CO)Nc1nc(CN2CCCCC2)nc2scc(-c3ccccc3)c12 (stereo not drawn)	8	0	13	1	40	-6	-6	25

A second format for some results above:
The line under a structure holds: EBI2 antag | CXCR6 inh | APJ antag | UBC13 polyUb | Gli-Sufu antag | ATG4B inh | APJ ag | CCR6 antag
CCOc1ccc(N2CC(C(=O)N3CCN(C(=O)c4ccco4)CC3)CC2=O)cc1 (stereo not drawn)
 : -4 | 0 | 2 | 0 | 8 | 3 | 0 | 10
O=C1CCC(C(=O)OCc2nnc(-c3ccccc3)o2)=NN1
 : -13 | 11 | 3 | -1 | 3 | 0 | 4 | -3
Cc1ccc2c(c1)n([O-])c1c([n+]2=O)CCCC1
 : -6 | -6 | 3 | -3 | -1 | -7 | 6 | -19
Cc1nc2c(Cl)cccc2[nH]1
 : 3 | 0 | -15 | 7 | -1 | 6 | -1 | -9
C/C(=N/NC(=O)CNC(=O)CCc1ccccc1)c1ccc(Cl)c(Cl)c1
 : 13 | 0 | -17 | -7 | 2 | -1 | 1 | -10
CCc1ccccc1NC(=S)N1CCN(c2cccc(OC)c2)CC1
 : 0 | 4 | 4 | 2 | 2 | 1 | -2 | 8
CCOC(=O)C1(Cc2ccc(OC)cc2)CCN(C(=O)C2=CCCC2)CC1
 : 3 | -3 | -1 | 2 | 5 | 13 | -4 | 4
COc1ccc(C(=O)Nc2ccc(S(=O)(=O)Nc3cc(C)nc(C)n3)cc2)cc1
 : -9 | 0 | 10 | 2 | 3 | 10 | -6 | 6
CCOC(=O)CC(=O)CSCC(=O)Nc1ccc(C)cc1
 : 8 | -5 | -28 | 0 | 3 | 9 | 1 | -5
Cc1nnc2ccc(-c3cccc(NC(=O)Cc4cccs4)c3)nn12
 : 9 | -1 | -7 | 1 | 13 | -7 | -1 | 11
COCCSc1nnc(NC(=O)CCS(=O)(=O)Cc2ccccc2)s1
 : -13 | 0 | 13 | -1 | 10 | -11 | 1 | -8
O=C(NC1CCCC1)c1c(O)nc2sccn2c1=O
 : -2 | 1 | 27 | 0 | -5 | 2 | 0 | 2
CCOCCCNC(=O)c1c(N)n(-c2ccc(S(N)(=O)=O)cc2)c2nc3ccccc3nc12
 : 2 | 11 | 6 | 5 | 2 | -2 | -5 | 2
CC12CCC(C(=O)N3CCCCC3)([C@H](Br)C1=O)C2(C)C (stereo partly drawn)
 : -1 | 7 | 6 | 7 | 4 | -11 | -5 | 3
CCNC(=O)COC(=O)CCC(=O)c1ccc(F)cc1
 : -1 | 0 | -2 | -4 | 0 | 6 | 0 | -6

Additional results:
mol	EBI2 antag	CXCR6 inh	APJ antag	UBC13 polyUb	Gli-Sufu antag	ATG4B inh	APJ ag	CCR6 antag
CCC(C(=O)Nc1ccccn1)c1ccccc1 (stereo not drawn)	-13	2	1	-8	-3	1	-1	7
Nc1ccccc1N=c1ssnc1Cl	3	-10	nt	nt	-2	-8	nt	2
CSc1nsc(SCc2ccc(F)cc2)n1	6	-1	8	-1	-13	7	-2	35
CCN(CC)CCCNC(=O)CSc1nc2c(c(C(F)(F)F)n1)CCc1ccccc1-2	-13	4	12	-4	-4	-4	-2	22
NC(=S)Nc1nccc(-c2cccs2)n1	-6	5	4	4	1	-2	0	-3
CCN(CC)c1ccc(/C=N/NC(=O)c2ccoc2C)cc1	33	6	2	-6	-52	-5	-5	5
COc1cc(/C=N/NC(=O)CCN2CCN(Cc3ccccc3)CC2)cc(OC)c1OC	-3	7	5	8	11	-11	1	-4
C/C(CC(=O)NCc1ccco1)=N\NC(=O)COc1ccc(Cl)cc1Cl	6	2	-4	-8	-26	-4	-2	4
CCCCC(=O)N/N=C/c1ccc(N2CCOCC2)c([N+](=O)[O-])c1	-6	-6	nt	nt	-12	-4	nt	-3
COc1ccc(C2CCCN2C(=S)Nc2ccc(C)cc2Cl)cc1OC (stereo not drawn)	4	4	8	3	12	6	0	5
C/C(=N\NC(=O)c1ccccc1O)c1cccs1	-9	-2	-8	-10	-45	-4	-3	6
O=c1cc(NCc2ccco2)[nH]c(=O)n1-c1ccc(Br)cc1	10	13	5	6	-9	-2	1	13

Later entries:
mol	EBI2 antag	CXCR6 inh	APJ antag	UBC13 polyUb	Gli-Sufu antag	ATG4B inh	APJ ag	CCR6 antag
CC(C)Cc1nc2c(nnn2Cc2ccccc2F)c(=O)[nH]1	-3	-1	0	11	5	1	-2	6
O=C(O)c1ccccc1C(=O)N1N=C2/C(=C/c3cccc([N+](=O)[O-])c3)CCCC2C1c1cccc([N+](=O)[O-])c1 (stereo not drawn)	2	-1	7	-15	1	-8	-3	-2
CC(=O)Oc1ccc(C(=O)Nc2ccc3c(c2)C(=O)N(CCC(=O)O)C3=O)cc1	-6	-3	15	14	-2	-8	-3	9
O=C(Nc1ccc(C(=O)N2CCC(N3CCCC3)CC2)cc1)c1ccc(Br)o1	-4	1	14	21	10	-15	-5	-2
CCCCCc1ccc(-c2ccc(/C=C/C(N)=O)cc2)nc1	-3	-9	6	-8	-18	2	0	5
Cc1cc(CN2CCCC(CNC(=O)c3ccc(F)cc3)C2)cc(C)c1O (stereo not drawn)	-11	1	3	-8	23	0	-3	13
CCN(CCCNC(=O)CCCn1c(=O)[nH]c2ccccc2c1=O)c1cccc(C)c1	2	4	7	4	0	-17	-3	7
CCOc1cc(/C=C/c2ccc3cccc([N+](=O)[O-])c3n2)ccc1O	8	15	2	-6	6	-11	0	12
COc1cc([N+](=O)[O-])ccc1NC(=O)CCCOc1cc(C)ccc1C	-22	1	-9	0	-9	-1	0	-11

Random draw from the library; 3% or so of the library scored in one or more.
